Polio RdRp inh – poliovirus RNA polymerase inhibition; actives 0.66% (n = 150,000); poliovirus polymerase elongation, fluorescence polarization; active compounds read low; AID 588519; % elongation, % (compound at 16.7 µg/mL); P03300; in the data active = % elongation below about 90%; note: some results filed as inactive read as strong as hits
Target sequence (P03300 1749-2209 limits assumed): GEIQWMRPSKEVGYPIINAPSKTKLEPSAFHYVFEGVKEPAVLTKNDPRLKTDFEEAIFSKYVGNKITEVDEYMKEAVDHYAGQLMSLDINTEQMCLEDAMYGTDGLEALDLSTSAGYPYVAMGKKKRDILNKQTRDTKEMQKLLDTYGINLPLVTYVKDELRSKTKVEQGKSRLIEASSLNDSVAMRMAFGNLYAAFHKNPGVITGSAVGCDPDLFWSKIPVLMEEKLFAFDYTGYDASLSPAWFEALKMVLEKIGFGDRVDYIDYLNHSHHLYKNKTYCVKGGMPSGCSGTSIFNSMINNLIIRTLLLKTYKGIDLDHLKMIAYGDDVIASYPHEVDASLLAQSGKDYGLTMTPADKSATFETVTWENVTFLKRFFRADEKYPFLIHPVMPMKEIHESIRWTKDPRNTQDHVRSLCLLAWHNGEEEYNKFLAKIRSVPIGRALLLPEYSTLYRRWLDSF
Polio RdRp inh FP z-score – further read-out of Polio RdRp inh, marked with its call; z-score; measured here: FP z-score; hits read low
* marks the source's active call; other numbers are inactive results. Not all compounds are listed, so the mix of outcomes need not match the whole.

canonical_smiles | Polio RdRp inh | Polio RdRp inh FP z-score
Cc1ccc(NCc2nnc3n2CCCCC3)cc1Cl | 111.0 | 0.9
COc1cc2nc(SCC(N)=O)n3nc(CCn4c(C)nc5ccccc54)nc3c2cc1OC | 102.0 | -0.1
Cn1cccc1C(=O)NC(=O)CSc1nc2ncc(Cl)cc2[nH]1 | 103.0 | 0
CC(C)/C=C1\CC/C(=C\c2ccncc2)C1=O | 104.0 | 0.8
COc1ccccc1-c1cc(N)n(CCC#N)n1 | 105.0 | 1.3
CCCn1cnc2c(cnn2-c2ccc(Cl)cc2)c1=O | 99.0 | -0.7
CC(C)C1C(C#N)=C(N)OC2=C1C(=O)CCC2 (configuration not stated) | 104.0 | 1.2
COc1ccccc1CNS(=O)(=O)c1ccc2c(c1)CC(C)N2C(=O)C1CCC1 (configuration not stated) | 106.0 | -0.1
O=C(COC(=O)Cc1ccsc1)NC(c1ccccc1)c1ccccc1 | 100.0 | -0.6
CN(Cc1ccccc1)C(=O)Cn1ncn2cccc2c1=O | 102.0 | -1.1
Cc1cccc(NS(=O)(=O)c2ccc3oc(=O)c4ncn(C)c4c3c2)c1C | 103.0 | -0.8
CN(Cc1ccccc1)C(=S)NC(=O)c1ccccc1 | 103.0 | 0.4
Cc1cc(NC(=O)C2CCN(S(=O)(=O)c3ccc(Br)s3)CC2)ccc1Br | 111.0 | 0.7
Cc1ccccc1CN(C)C(C)C(=O)NCc1ccccc1 (configuration not stated) | 102.0 | -0.2
Cc1ccc(NS(=O)(=O)c2cc(-c3cnc(C4CC4)o3)ccc2C)cc1Cl | 106.0 | 0.1
Cc1c(C(C)C)c(=O)n(-c2ccc(S(=O)(=O)NC(C)C)cc2)n1C | 101.0 | -0.1
O=C(NCc1ccc(F)cc1)C1CCN(C(=O)c2cnn(-c3ccccc3)c2-n2cccc2)CC1 | 108.0 | 0
CC(=O)Nc1ccccc1-c1ccc(C)o1 | 99.0 | -0.7
CCn1c2c(c(=O)n3ncc(C(=O)Nc4cc(Cl)ccc4C)c13)CN(Cc1ccc(OC)cc1)CC2 | 109.0 | 0.6
COc1ccccc1NC(=S)N1CCCCC1CO (configuration not stated) | 110.0 | 0.6
COc1ccc(Nc2[nH]nc(NC(=O)COc3ccc(Cl)cc3)c2C#N)cc1 | 109.0 | 1.1
Cc1ccc(NC(C)C(=O)Nc2cccc(C(F)(F)F)c2)cc1 (configuration not stated) | 103.0 | 0.2
O=C(COc1ccccc1O)c1ccccc1 | 101.0 | -0.2
C=CCNc1ncnc2c1cnn2-c1cccc(Cl)c1 | 101.0 | -0.1
Cc1ccc(/C=C/c2onc3c(=O)[nH]nc(C)c23)cc1 | 107.0 | 0.3
O=C1CC(c2ccccc2Br)c2c(c3ccccc3oc2=O)O1 (configuration not stated) | 102.0 | 0
Cc1ccc(S(=O)(=O)Nc2nc3ccccc3nc2N2CC(C)OC(C)C2)cc1 (configuration not stated) | 104.0 | 0.2
CCc1ccc(NC(=O)NCC2CCN(c3ccc(OC)cc3)C2)cc1 (configuration not stated) | 102.0 | 0.5
O=C(/C=C/c1ccccc1)C1=C(O)C(=O)N(CCO)C1c1ccc(F)cc1 (configuration not stated) | 99.0 | -0.7
Cc1ccc(-c2csc(=NC(C)(C)C)n2-c2c(C)n(C)n(-c3ccccc3)c2=O)cc1 | 101.0 | 0.1
CN1/C(=C\P(=O)(c2ccccc2)N2CCOCC2)C(C)(C)c2ccccc21 (configuration not stated) | 108.0 | 0.6
CCOC(=O)c1c(NC(C)=O)[nH]c2ccc(OC)cc12 | 99.0 | -0.4
COc1ccc(C(=O)CN2CCC(N3CCCCC3)CC2)cc1 | 101.0 | -0.6
COc1ccccc1CNC(=O)c1ccc(CS(=O)(=O)c2ccccc2C)o1 | 102.0 | -0.4
CCOC(=O)CSc1nc2ccccc2c(=O)n1CCN1CCOCC1 | 102.0 | 0.1
Cc1cccc(-n2c(C)c(C)c3c(N)ncnc32)c1 | 102.0 | -0.3
C(=N\n1cnnc1)/c1ccc(N(c2ccccc2)c2ccccc2)cc1 | 102.0 | 0.2
CC(=O)N1CCN(C(=O)c2cncc(Br)c2)CC1 | 101.0 | -0.3
CCn1c(C)nc2cc(C(=O)n3cc(C(=O)c4ccccc4O)cn3)ccc21 | 104.0 | 0.3
Cc1ccc(Cn2c(=O)n(C3CCCC3)c(=O)c3ccccc32)c(C)c1 | 100.0 | -0.1
CC(C)(CSc1nncn1/N=C/c1ccco1)NS(=O)(=O)c1ccc(Cl)cc1 | 103.0 | 0
O=C(NCc1ccco1)NC(=O)c1ccc(-c2csnn2)cc1 | 101.0 | -0.4
CC1(C)C(C#N)=C(S)NC(=O)C1C#N (configuration not stated) | 106.0 | 0.7
COC(=O)c1cn(NC(=O)c2ccncc2)c(=O)c2ccccc12 | 101.0 | 0.1
O=c1[nH]c(CN2CCc3ccccc32)nc2ccccc12 | 105.0 | 0.3
O=C(NCc1ccccc1)C(=O)Nc1c2c(nn1-c1ccc(F)cc1)CSC2 | 106.0 | 0.1
CCOc1ccc2cc(C3CC(c4ccco4)=NN3S(C)(=O)=O)c(=O)[nH]c2c1 (configuration not stated) | 106.0 | 1.1
CCOC(=O)Nc1ccc2c(CN3CCc4ccccc4C3)cc(=O)oc2c1 | 102.0 | 0
O=C1C2Sc3[nH]c(=O)sc3C(/C=C/c3ccccc3)C2C(=O)N1c1ccc(Br)cc1 (configuration not stated) | 114.0 | 2.9
CCCCc1nn2c(C)c(-c3ccc(OCC)cc3)nc2s1 | 103.0 | -0.9
O=C(NC(c1ccccc1)c1ccccc1)C1CCN(c2ncccn2)CC1 | 101.0 | -0.2
Cc1cccc(C(=O)Nc2sc3c(c2C(=O)N2CCCCC2)CCC(C)C3)c1 (configuration not stated) | 107.0 | 0.7
Cc1cc2nc3s/c(=C\c4ccc(C(C)C)cc4)c(=O)n3c2cc1C | 102.0 | 0.1
C=CCn1cc(C(=O)NC2CCCC2)c(=O)c2cc(S(=O)(=O)N(CC)CC)ccc21 | 103.0 | 0.5
CCN(CC)S(=O)(=O)c1ccc(N2CC(C(=O)N3CCCc4ccccc43)CC2=O)cc1 (configuration not stated) | 102.0 | 0
CCOC(=O)CN(C1=NS(=O)(=O)c2ccccc21)c1ccccc1 | 98.0 | -0.6
O=C(CSc1ccccc1C(=O)Nc1ccc(-n2cnnn2)cc1)NCc1ccco1 | 102.0 | 0.2
O=C(c1ccccc1)c1ccc2c3c(cccc13)CC2 | 103.0 | 0.4
O=C(NCCC1=CCCCC1)C1CCN(C(=O)c2cc3sccc3n2Cc2ccc(F)cc2)CC1 | 103.0 | 0.2
Cc1cc(C)cc(NC(=O)Cc2csc(C)n2)c1 | 109.0 | 0.6

Following part.
canonical_smiles | Polio RdRp inh | Polio RdRp inh FP z-score
Cc1cc2ccccc2n1CCNC(=O)C1(c2ccc(Cl)cc2)CCCC1 | 100.0 | -0.2
O=C(Cn1cc(C(=O)c2ccccc2)c(=O)c2cc3c(cc21)OCCO3)Nc1ccc(F)c(F)c1 | 107.0 | 0
O=C(O)CSC(=S)N1CC2CC(C1)c1cccc(=O)n1C2 (configuration not stated) | 99.0 | -0.8
COc1cccc2sc(N3CCN(C(=O)CCS(=O)(=O)c4ccc(F)cc4)CC3)nc12 | 101.0 | -1.3
COCCNC(=O)C1CCCN(c2cnnc3c(Cl)cccc23)C1 (configuration not stated) | 102.0 | 1.1
CCc1cc(C(=O)OCC(=O)Nc2ccccc2F)c2ccccc2n1 | 99.0 | -1.4
CC1CCCCN1C(=O)c1noc2c1CC(C(C)(C)C)CC2 (configuration not stated) | 102.0 | 0.2
Cc1nnc(NC(=O)CSc2nnc(CNC(=O)c3ccco3)n2-c2ccc(F)cc2)s1 | 100.0 | 0.1
COc1ccc(C)cc1NC(=O)CCN1CCN(c2ccccc2)CC1 | 102.0 | 0
CCOC(=O)c1c(C)oc2nc(C)nc(N(CC(C)C)CC(C)C)c12 | 104.0 | -0.4
CCOc1ccc(NC(=O)N(CC(C)C)CC(C)C)cc1 | 100.0 | -0.1
Cc1cc(C)cc(-n2ccn(Cc3ccccc3C)c(=O)c2=O)c1 | 108.0 | 0.4
COc1ccc(Cn2ccn(CC(=O)Nc3cc(C)ccc3C)c(=O)c2=O)cc1 | 109.0 | 0.5
COc1ccc(-c2noc(COc3ccc(C)cc3C)n2)cc1OC | 109.0 | 0.8
COc1ccc(CNc2cc(C)nc3ccc(OC)cc23)cc1 | 95.0 | -0.7
CCOC(=O)CSc1sc(C(=O)OCC)c(N)c1C(=O)N1CCOCC1 | 102.0 | 0.1
COc1ccccc1NC(=O)C(C)Nc1ccc(C)cc1C (configuration not stated) | 100.0 | -0.2
Cc1cccc(C)c1NC(=O)CSc1nc2ccccc2c2nc(CCc3c(C)n[nH]c3C)nn12 | 108.0 | 0.5
CCCCNC(=O)c1cnc2c(-c3ccc(OCC)c(OCC)c3)c(C)nn2c1-c1ccccc1 | 112.0 | 0.6
CCOC(=O)c1cc2c(nc1C)-c1cc(Cl)cc(Cl)c1OC2O (configuration not stated) | 104.0 | 0.5
CC1(C(=O)O)Cc2ccccc2C(=O)O1 (configuration not stated) | 99.0 | -0.7
COC(=O)c1cc(S(=O)(=O)NC2CCCCNC2=O)oc1C (configuration not stated) | 102.0 | 0.2
CCOc1ccc(/C=N/NC(=O)Cc2cc(=O)[nH][nH]2)cc1 | 100.0 | -0.4
Fc1cccc(Cl)c1CSC1=NCCN1 | 112.0 | 1.3
CC1=C(C(N)=O)C(c2ccc(C(C)C)cc2)n2nc(SCc3ccccc3)nc2N1 (configuration not stated) | 106.0 | 0.5
CN(C)c1cc(NC(=O)Nc2ccccc2)c2ccccc2n1 | 95.0 | -1.8
CN1CCN(C(=O)c2ccc(-c3ccccc3)cc2)CC1 | 102.0 | 0.2
Cc1noc(C)c1CSc1ccccc1C(=O)NC(C)c1ccc(-n2ccnc2)cc1 (configuration not stated) | 98.0 | -0.4
CC1(N)CCS(=O)(=O)C1 (configuration not stated) | 99.0 | -1
CCOC(=O)N1CCN(C(=O)c2c(C)nn(-c3cccc(C)c3)c2-n2cccc2)CC1 | 102.0 | -1

Two entries picked at random from those above, as already listed:
canonical_smiles | Polio RdRp inh | Polio RdRp inh FP z-score
Fc1cccc(Cl)c1CSC1=NCCN1 | 112.0 | 1.3
COc1ccc(-c2noc(COc3ccc(C)cc3C)n2)cc1OC | 109.0 | 0.8

The list continues.
canonical_smiles | Polio RdRp inh | Polio RdRp inh FP z-score
O=C(NCCC1=CCCCC1)c1ccc2c(c1)N(Cc1ccccc1F)C(=O)c1ccccc1S2(=O)=O | 105.0 | 0
C[C@]12CCC(=O)C=C1CCC1C2CC[C@@]2(C)C1CC[C@@]2(O)CC#N (some centres not stated) | 103.0 | 0.2
Cc1cc(C)c2c(-n3cccc3)c(C(=O)NC3=NCCS3)sc2n1 | 145.0 | 4.3
O=C(COC(=O)c1ccc(S(=O)(=O)N2CCCCC2)cc1)NC1CCCCC1 | 97.0 | -0.8
COc1ccc(-c2noc(CC(=O)Nc3ccc(F)cc3F)n2)cc1 | 110.0 | 0.5
CC1(C)CC(=O)C(C2C3=C(CC(C)(C)CC3=O)Oc3ccccc32)=C(O)C1 (configuration not stated) | 102.0 | 0.7
CC1=C(C#N)C(NC(=O)c2ccccc2Cl)(C(F)(F)F)C(=O)N1 (configuration not stated) | 106.0 | 0.3
Cc1ccc(NC(=O)Cn2cc(C(=O)c3ccccc3)c3ccccc32)cc1 | 100.0 | -0.7
C=CCN1C(=O)/C(=C/c2ccc(OCC#N)c(OC)c2)SC1=S | 105.0 | 0.9
Cc1noc(/C=C/c2ccccc2F)c1S(=O)(=O)N1CCC(C(=O)Nc2ccc(C#N)cc2)CC1 | 111.0 | 1
CC(C)COC(=O)C(C)Oc1ccc2c(=O)c(-c3ccccc3)coc2c1 (configuration not stated) | 102.0 | 0.1
COC(=O)c1ccc(NC(=O)CSc2nnc(Cn3c(=O)sc4ccccc43)n2C)cc1 | 100.0 | -0.1
O=C(CCCn1c(=O)c2cccn2c2ccccc21)NCc1ccccc1 | 103.0 | 0.8
CC12CC3(C)CC(C)(C1)CC(CN=Cc1ccc(O)cc1)(C2)C3 | 102.0 | 0.2
Cc1cc(C)c(C)c(OCC(=O)Nc2ccc(S(=O)(=O)Nc3nc(C)cc(C)n3)cc2)c1 | 107.0 | 0.6
CCc1nc(N2CCC(C)CC2)c(C#N)c2c1COC(C)(C)C2 | 102.0 | 0
Cc1cc(C)cc(OC(=O)c2ccc(Oc3cc(Cl)cc(Cl)c3)o2)c1 | 104.0 | 0
CCN(CC)CCNC(=O)c1[nH]c2ccccc2c1Sc1ccc(Cl)cc1 | 109.0 | 0.4
O=C(CSc1nc(=O)[nH]c2c1CCCC2)Nc1ccccc1C(F)(F)F | 115.0 | 2.3
CCOC(=O)c1oc2ccccc2c1N=Cc1c(O)[nH]c(=O)[nH]c1=O | 102.0 | -0.1
Cc1ccc(C(=O)Nc2sc3c(c2C(=O)N(C)C)CCCCC3)cc1 | 96.0 | -0.4
Cc1cccc(NC(=O)CSc2nc3n[nH]c(C)c3c(=N)n2-c2cccc(Cl)c2)c1 | 99.0 | -0.7
O=C(CSc1ncn[nH]1)NCCOc1ccccc1 | 104.0 | 0.6
O=C(N/N=C/c1ccco1)c1ccccc1 | 105.0 | 1
O=C(COc1ccccc1)Nc1nnc(SCc2cc(=O)n3cc(Cl)ccc3n2)s1 | 104.0 | -0.4
CCOc1ccc(NC(=O)NCCN2CCN(c3cccc(C)c3C)CC2)cc1 | 107.0 | -0.4
CCOc1ccccc1CNC(=O)C1CCN(c2nnc(C)c3c(C)n(-c4ccc(C)cc4)nc23)CC1 | 105.0 | 0
Cc1nc2ccccc2n1CCNC(=O)c1ccc(S(=O)(=O)N(C)C)cc1 | 106.0 | 0.6

Structures listed so far containing a CF3 group (three):
canonical_smiles | Polio RdRp inh | Polio RdRp inh FP z-score
Cc1ccc(NC(C)C(=O)Nc2cccc(C(F)(F)F)c2)cc1 (configuration not stated) | 103.0 | 0.2
CC1=C(C#N)C(NC(=O)c2ccccc2Cl)(C(F)(F)F)C(=O)N1 (configuration not stated) | 106.0 | 0.3
O=C(CSc1nc(=O)[nH]c2c1CCCC2)Nc1ccccc1C(F)(F)F | 115.0 | 2.3

A second format for part of the listing above:
CCOC(=O)c1oc2ccccc2c1N=Cc1c(O)[nH]c(=O)[nH]c1=O
  Polio RdRp inh: 102.0 | Polio RdRp inh FP z-score: -0.1
Cc1cc(C)cc(OC(=O)c2ccc(Oc3cc(Cl)cc(Cl)c3)o2)c1
  Polio RdRp inh: 104.0 | Polio RdRp inh FP z-score: 0

Source: PubChem BioAssay
